# Assay outcomes from PubChem.
# Dengue-2 NS5 capping = flavivirus cap methylation enzyme inhibition – biochemical, confirmation dose response, primary screen (AID 588689) | Dengue-2 NS5 methyltransferase capping enzyme assay, biochemical; higher % means a stronger effect | one-dose inhibition, % at 25 µM; IC50 in µM for titrated hits | 340,000 tested, 0.3% active; in the data active = a potency from the dose series; inconclusive = inhibition above about 29% without an active follow-up result
# SIAH1 antagonists = blockers of Siah-1 interaction with plectin peptide – biochemical, fluorescence polarization, rhodamine-plectin, uHTS, primary screen (AID 1817); Siah-1 / rhodamine-plectin peptide fluorescence polarization; higher % means a stronger effect; one-dose displacement, % at 20 µM; IC50 in µM for titrated hits; 290,000 tested, 0.02% active;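 active = displacement of at least 50% at 20 µM, with a fluorescence ratio check between 0.3 and a set limit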;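 also: plate controls were Siah plus tracer with DMSO for no effect and tracer alone without Siah for full effect; strong numbers were not always called active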
# NTR1 agonist = NTR1-driven beta-arrestin-GFP spot formation – imaging, U2OS cells, high content, primary screen (AID 493036) | 330,000 tested, 0.17% active | P30989 | activation, % at 20 µM | agonist mode;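 active = activation at or above 40% of the spot to cytoplasm intensity ratio, with at least 20 cells analyzed; inconclusive = wells under 20 cells, flagged as cytotoxic or low count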;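 also: 0% = DMSO without peptide and 100% = 100 nM NTR1 peptide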
# Target sequence (P30989 whole entry, looked up): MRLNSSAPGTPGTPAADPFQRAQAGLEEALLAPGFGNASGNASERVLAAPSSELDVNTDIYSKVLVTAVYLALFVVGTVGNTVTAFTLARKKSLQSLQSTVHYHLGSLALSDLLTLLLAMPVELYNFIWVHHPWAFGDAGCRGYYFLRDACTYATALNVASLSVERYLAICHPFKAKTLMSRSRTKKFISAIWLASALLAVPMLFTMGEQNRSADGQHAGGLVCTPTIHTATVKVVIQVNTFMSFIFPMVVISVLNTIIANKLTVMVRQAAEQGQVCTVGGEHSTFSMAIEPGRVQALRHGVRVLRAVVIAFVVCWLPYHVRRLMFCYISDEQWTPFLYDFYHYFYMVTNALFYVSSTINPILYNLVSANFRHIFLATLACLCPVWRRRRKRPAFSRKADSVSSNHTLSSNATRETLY
# AID2073 = inhibitors of Mint1-CaV2.2 protein interaction, biochemical, HTRF (AID 2073); HTRF protein-protein interaction, Mint1-CaV2.2; higher % means a stronger effect; one-dose inhibition, % at 20 µM; IC50 in µM for titrated hits; 290,000 tested, 0.19% active; in the data active = inhibition mostly above about 51%, no sharp cut-off; inconclusive = no clear call, values can overlap the other calls; inactive = mostly below about 53%; also: some results filed as inactive read as strong as hits
# GPR35 arrestin U2OS = inhibition of zaprinast-stimulated GPR35 beta-arrestin translocation – imaging, U2OS, beta-arrestin-GFP, zaprinast agonist, primary screen (AID 2058). U2OS GPR35 beta-arrestin-GFP translocation imaging, zaprinast antagonism; higher % means a stronger effect. inhibition, % at 10 µM, or IC50 in µM where a hit was titrated. 290,000 tested, 0.052% active;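 active = inhibition of at least 50% with at least 30 cells and total cytoplasm GFP at most 10,000,000; inconclusive = under 30 cells or total GFP of 10,000,000 plus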
# GPR55 beta-arrestin = GPR55 agonists via beta-arrestin recruitment, primary screen, imaging, U2OS cells, beta-arrestin-GFP redistribution (AID 1961) | U2OS GPR55 beta-arrestin-GFP redistribution imaging; higher % means a stronger effect | 290,000 tested, 0.048% active | activation, % at 10 µM, or EC50 in µM where a hit was titrated;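 active = activation above 40% with more than 50 cells counted in the well; inconclusive = wells holding fewer than 50 cells, flagged as toxic or sparse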;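 also: U2OS osteosarcoma cells stably expressing GPR55 and beta-arrestin-GFP; plate controls were DMSO negative control for no effect and LPI positive control for full effect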
# HIV fusion peptide = cell-free HIV fusion peptide-binding blockers – biochemical, uHTS, fluorescence dequenching, primary screen (AID 1986); cell-free peptide binding, fluorescence dequenching, 30 min; higher % means a stronger effect; inhibition, % at 20 µM; hits with a dose series show IC50 in µM; 290,000 tested, 0.3% active; in the data active = inhibition mostly above about 52%, no sharp cut-off; inactive = mostly below about 76%; also: some results filed as inactive read as strong as hits
# GPR55 LPI antagonism = inhibition of LPI-stimulated GPR55 beta-arrestin translocation – imaging, U2OS, beta-arrestin-GFP, LPI agonist, primary screen (AID 2013); U2OS GPR55 beta-arrestin-GFP translocation imaging, LPI antagonism; higher % means a stronger effect; 290,000 tested, 0.13% active; inhibition, % at 10 µM; hits with a dose series show IC50 in µM;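 active = spots per cell inhibited over 60%, with over 100 cells counted and total cytoplasm intensity under 500,000; inconclusive = wells with under 100 cells, flagged as likely toxic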;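 also: U2OS cells stably carrying GPR55 and arrestin-GFP stimulated by 5 µM LPI near EC80; imaged beta-arrestin-GFP aggregate spots per cell after agonist stimulation; plate controls were LPI-stimulated DMSO wells for no effect and DMSO wells without LPI for full effect; some results filed as inactive read as strong as hits; confirmed hits need IC50 under 10 µM and bright autofluorescent wells are also inconclusive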
# UTI89 phage lysis = inhibition of K1F phage lysis, E. coli UTI89, bacterial capsule biogenesis inhibitors, alamar blue (AID 488966). 340,000 tested, 0.02% active. E. coli UTI89 K1F phage lysis, alamar blue, 2 h; higher % means a stronger effect. one-dose inhibition, % at 100 µM; IC50 in µM for titrated hits;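 active = phage lysis inhibition, versus mean bacterial control, above a set limit; inconclusive = no clear call, values can overlap the other calls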;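 also: capsule biogenesis inhibitors block K1F phage lysis so surviving cells raise fluorescence; higher fluorescence means more inhibition of phage lysis; actives were called in the ten point dose series up to 300 µM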
# NTR1 agonist cell count 20 µM = further read-out of NTR1 agonist, marked with its call; cell count; measured here: cell count, cytotoxicity flag
# * = called active by the depositor; ? = inconclusive; nt = no result given; [ ] = another dose, or the depositor's remark.
# Under each structure: Dengue-2 NS5 capping, SIAH1 antagonists, NTR1 agonist, NTR1 agonist cell count 20 µM, AID2073, GPR35 arrestin U2OS, GPR55 beta-arrestin, HIV fusion peptide, GPR55 LPI antagonism, UTI89 phage lysis
(1) Cc1ccc(/C=N/NC(=O)C(O)c2ccccc2)o1 (configuration not stated)
    0.8%, -2.2%, 1.0, 45, 3.7%, 2.2%, -0.1%, 0.5%, 9.4%, 0.2%
(2) CC(C)c1ccc(NC(=O)Cn2nnc(C(=O)NCc3ccco3)c2N)cc1
    -2.6%, -1.0%, 0.0, 59, 7.7%, -12.5%, 0.1%, 2.0%, 7.1%, 0.3%
(3) Cc1ccc(Nc2nnc(SCC(=O)N(C)C3CCS(=O)(=O)C3)s2)cc1 (configuration not stated)
    7.3%, -2.4%, 0.9, 60, -2.9%, 0.8%, 0.6%, 0.7%, -7.5%, 0.9%
(4) O=[N+]([O-])c1ccc(S(=O)(=O)Nc2ccc(-c3csc(-c4ccccc4)n3)cc2)cc1
    nt, -5.9%, 25.9, 30, -2.5%, 0.2%, -0.1%, 7.5%, 9.1%, nt
(5) COc1ccccc1C1CCN(C(=O)c2ccc(Cl)cc2)CC1
    0.7%, -4.9%, 3.5, 96, -2.0%, -12.1%, -0.1%, -0.8%, -1.5%, 0.1%
(6) Cc1cccc(NC(=O)C2CC(O)CN2C(=O)Oc2ccccc2)c1 (configuration not stated)
    3.3%, -1.6%, -0.5, 40, 6.3%, -0.1%, -0.2%, -0.5%, 2.6%, 0.2%
(7) Cc1cc(N2CCCC2=O)ccc1S(=O)(=O)NC1CCCCC1
    -0.8%, 4.2%, 0.7, 63, 1.8%, 7.7%, -0.2%, 0.2%, 0.4%, -0.2%
(8) COc1ccc(CNC(=O)c2ccccc2NS(C)(=O)=O)cc1
    -7.8%, 2.2%, -0.6, 83, 4.4%, 4.1%, -0.2%, 0.8%, 2.5%, 0.7%
(9) Cc1cc(C)c(OCCCCn2cnc3ccccc3c2=O)c(C)c1
    -14.4%, -2.0%, -0.2, 60, -2.8%, 2.4%, -0.1%, -2.9%, -11.4%, -0.5%
(10) COc1ccc(NC(=O)c2c(SC)nsc2SC)cc1
    0.0%, -2.1%, 0.6, 70, -4.3%, 2.4%, 0.2%, 0.1%, 12.2%, 0.7%
(11) COC(=O)c1ccc(OCC(=O)c2ccccc2OC)cc1
    -7.5%, 1.4%, -3.4, 90, -2.5%, -11.6%, -0.1%, 3.9%, 12.5%, -0.1%
(12) CC(=O)N1CCN(C(=O)c2ccc3c(c2)OCCO3)CC1
    -7.8%, 3.2%, -0.6, 78, 16.6%, 1.7%, -0.1%, -0.2%, 16.0%, 1.1%[50 µM]
(13) CCOC(=O)C1=C(C)NC2=C(C(=O)CC(c3ccc(OC)c(OC)c3)C2)C1c1ccc(C)o1 (configuration not stated)
    -1.4%, 3.5%, 2.4, 45, -10.3%, 4.6%, -0.3%, 1.2%, 6.5%, 0.0%
(14) Cn1c(=O)n(CC(=O)Nc2ccccc2)c2ccccc21
    -7.1%, 1.4%, 0.5, 48, -2.5%, -9.9%, 0.3%, 2.1%, -0.1%, 1.5%
(15) CC(C)(C)c1ccc(C(=O)NCCN2CCCC2)cc1
    -8.0%, -3.0%, -0.1, 94, 14.4%, -4.7%, 0.2%, -0.7%, 17.2%, -0.1%
(16) Cc1ccc2c(c1)N(CCC(=O)NCCCN1CCCC1)C(=O)CO2
    -2.4%, 4.2%, -2.9, 55, 6.0%, 24.1%, 0.3%, -0.2%, 9.0%, 0.8%
(17) CCN(CC)S(=O)(=O)c1ccc(-c2nnc(SCC(=O)N3c4ccccc4CC3C)o2)cc1 (configuration not stated)
    3.5%, -1.6%, 0.6, 65, 13.4%, -10.3%, 0.8%, -0.3%, -6.5%, -0.9%
(18) CCS(=O)(=O)N1CCN(Cc2c[nH]c3ccccc23)CC1
    3.0%, 3.4%, 1.5, 55, -5.3%, -17.2%, 0.3%, 1.4%, 6.9%, 0.2%
(19) CC1=NN(C(=O)c2c(Br)cnn2C)C(O)(C(F)(F)F)C1 (configuration not stated)
    -2.8%, -8.6%, 0.5, 57, 1.3%, -8.6%, 0.3%, 0.1%, -6.8%, 0.1%
(20) CCOC(=O)c1c(C)n(-c2ccc(OC)cc2)c2c(C/C(C)=N/O)c(Br)c(OC)c(O)c12
    -4.1%, 3.5%, 4.3, 69, 11.4%, 15.9%, -0.2%, -2.1%, 4.9%, 0.1%
(21) COc1cccc(-c2cc(C(=O)Nc3cccnc3)no2)c1
    -3.9%, 13.1%, -1.9, 82, -7.1%, 10.0%, 0.0%, 0.5%, 0.5%, 0.8%
(22) Nc1nnc(SCC(=O)Nc2ccc(N3CCOCC3)c(Cl)c2)s1
    -9.1%, 1.8%, 1.4, 37, 17.5%, -1.7%, -0.2%, 1.0%, 0.6%, -0.4%[50 µM]
(23) Cn1ccnc1Sc1nc2c(c(=O)n(C)c(=O)n2C)n1C
    0.0%, 0.5%, -0.9, 48, -0.5%, -10.7%, -0.1%, -2.2%, 6.5%, 3.4%
(24) Cc1oncc1C(=O)NC1CCCCC1
    -10.1%, 1.8%, -0.5, 38, -1.3%, -4.2%, -0.1%, 0.8%, -1.7%, -0.6%
(25) Cc1ccc(/C=N/N2CCN(C3c4ccccc4-c4ccccc43)CC2)o1
    -7.7%, -2.5%, 5.9, 45, 0.7%, -11.5%, -0.1%, -0.8%, 13.6%, -0.1%
(26) CC1(C)CC(=O)C(C=NCCN2CCN(C(=S)Nc3ccccc3)CC2)=C(O)C1
    -10.5%, -1.2%, 1.4, 81, -21.5%, -10.9%, 0.0%, -0.2%, -7.1%, -1.3%
(27) CCOC(=O)C(Oc1ccc(=O)[nH]n1)C(C)=O (configuration not stated)
    5.9%, -0.7%, 0.9, 52, 8.3%, 21.7%, -0.2%, -0.5%, -6.1%, 0.1%
(28) CC(=O)c1ccc(N2CCN(CC(=O)Nc3cc(C)on3)CC2)cc1
    -3.0%, 5.4%, 0.8, 55, 5.3%, -8.4%, 0.1%, -2.0%, 5.4%, 0.3%
(29) CO/C([O-])=N/c1c[n+](-c2ccc(Cl)cc2)no1
    9.6%, -0.7%, -1.5, 80, 24.2%, 9.6%, 0.0%, 7.6%, 29.0%, 0.8%
(30) COc1ccc(C(=O)N/C(=C\c2ccco2)C(=O)OCc2ccco2)cc1
    -16.2%, -0.4%, -0.7, 49, 39.9%, -6.0%, -0.3%, 2.2%, 7.6%, 0.4%

31: COc1ccc(C(=O)NCc2cn3ccccc3n2)cc1
32: CC(C)CC1NC(=O)N(CC(=O)c2ccc3c(c2)OCCO3)C1=O (configuration not stated)
33: CN(C)c1cccc2c(S(=O)(=O)N3CCOCC3)cccc12
34: Cn1c2ccccc2c2nnc(SCC(N)=O)nc21
35: O=C(O)Cc1ccc(C(=O)CSc2ccccc2)s1
36: Cc1cc(C)n(-c2cccc(C(=O)O)c2)n1

screen / no. | 31 | 32 | 33 | 34 | 35 | 36
Dengue-2 NS5 capping | 5.4% | -5.6% | -1.6% | 2.6% | -2.3% | -3.6%
SIAH1 antagonists | 1.0% | -0.6% | -4.0% | 0.3% | 5.5% | 12.9%
NTR1 agonist | 1.0 | -3.8 | -2.1 | -1.7 | 2.5 | 0.0
NTR1 agonist cell count 20 µM | 38 | 91 | 58 | 54 | 47 | 59
AID2073 | 26.6% | 8.0% | 43.8% | -0.1% | -20.5% | -1.0%
GPR35 arrestin U2OS | -13.6% | -1.4% | 2.3% | 11.8% | -5.3% | 5.2%
GPR55 beta-arrestin | -0.1% | 0.2% | 0.0% | 0.0% | -0.3% | -0.1%
HIV fusion peptide | -1.3% | 0.3% | -0.7% | 5.0% | 25.9% | 1.0%
GPR55 LPI antagonism | 6.5% | 2.4% | 2.8% | 2.6% | -2.6% | 20.2%
UTI89 phage lysis | -0.2% | 0.1% | 0.5% | 0.3% | 0.6% | 0.4%

37: c1ccc(-c2noc(C3CCCCC3)n2)nc1
38: COc1ccc(/C=C/C(=O)Nc2ccc(C(N)=O)cc2)cc1OC
39: Cc1cc(C(=O)COc2cccc3cccnc23)c(C)n1C
40: C=CCn1c(C(C)NC(=O)C(C)(C)C)nc2ccccc21 (configuration not stated)
41: COc1ccc(OC)c(NC(=O)CCN2CCN(c3ccccc3)CC2)c1
42: CSc1nc(C)c2c(n1)N(c1ccc(F)cc1)CC2
43: COCCN1CCC(CNCc2cn(-c3cc(C)ccc3C)nc2-c2ccccc2)C1 (configuration not stated)
44: COc1ccc(N2CCN(C(=S)NC(=O)c3cccs3)CC2)c([N+](=O)[O-])c1

screen / no. | 37 | 38 | 39 | 40 | 41 | 42 | 43 | 44
Dengue-2 NS5 capping | -1.6% | nt | ? | -2.1% | -3.4% | 0.0% | 2.6% | -6.3%
SIAH1 antagonists | 1.6% | 14.3% | -0.2% | 1.9% | -1.6% | -0.9% | -1.7% | -2.2%
NTR1 agonist | -0.4 | -1.0 | 2.6 | -1.1 | 0.6 | -0.2 | 1.4 | 0.3
NTR1 agonist cell count 20 µM | 49 | 52 | 83 | 63 | 50 | 40 | 74 | 66
AID2073 | -6.2% | 21.5% | 19.3% | 10.5% | -17.2% | -4.4% | -13.0% | -14.2%
GPR35 arrestin U2OS | 12.7% | -0.2% | 8.8% | 6.9% | 2.4% | -1.3% | 16.5% | -3.9%
GPR55 beta-arrestin | 0.1% | -0.2% | -0.1% | 0.0% | -0.2% | 6.1% | 0.3% | -0.1%
HIV fusion peptide | -1.7% | 1.4% | 40.5% | -0.8% | 0.1% | -2.5% | 0.3% | -2.4%
GPR55 LPI antagonism | 2.3% | -3.6% | 7.2% | 1.4% | 11.7% | 12.3% | -5.2% | 12.8%
UTI89 phage lysis | 4.8% | nt | 0.1% | -0.9% | 5.6% | 0.9% | 0.2% | 0.4%
